IMP-1 inhibitor: blocks Pseudomonas aeruginosa IMP-1 metallo-beta-lactamase; inhibition, % at 5.6 µM; purified IMP-1, nitrocefin hydrolysis, epi-absorbance fluorescence; 290,000 tested, 0.45% active;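 active means inhibition above the mean plus 3 SD of all compounds in the same screening run, cut at about 4.5% in these data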;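 further: 0% = IMP-1 with DMSO and 100% = DMSO wells lacking enzyme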
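System: Purified IMP-1 | Read-out basis: Percent enzyme inhibition | Controls: IMP-1 with DMSO as 0%, enzyme-free DMSO as 100% | Replicates: One well per compound | Doses: 5.6 µM nominal single concentration | Detection: Epi-absorbance fluorescence, 480 nm excitation, 530 nm emission | Incubation: 25 °C, 15 min preincubation, 25 min reaction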
MEKK3 PB1 HTS: raises or lowers MEK5 binding to the human MEKK3 PB1 domain; bead-based flow cytometry, Alexa488-MEK5 binding to MEKK3; actives lie on both sides; 0 = blocked by unlabeled MEK5, 100 = vehicle; binding response (% of control), % at 10 µM; 290,000 tested, 1.4% active;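 active means binding response more than 3 SD above or below the average of its plate-row segment, actives on both sides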;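 further: Alexa488 bead fluorescence after subtracting the streptavidin-only scavenger bead signal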
Target sequence (Q99759 whole entry, looked up, the tested form may be a part): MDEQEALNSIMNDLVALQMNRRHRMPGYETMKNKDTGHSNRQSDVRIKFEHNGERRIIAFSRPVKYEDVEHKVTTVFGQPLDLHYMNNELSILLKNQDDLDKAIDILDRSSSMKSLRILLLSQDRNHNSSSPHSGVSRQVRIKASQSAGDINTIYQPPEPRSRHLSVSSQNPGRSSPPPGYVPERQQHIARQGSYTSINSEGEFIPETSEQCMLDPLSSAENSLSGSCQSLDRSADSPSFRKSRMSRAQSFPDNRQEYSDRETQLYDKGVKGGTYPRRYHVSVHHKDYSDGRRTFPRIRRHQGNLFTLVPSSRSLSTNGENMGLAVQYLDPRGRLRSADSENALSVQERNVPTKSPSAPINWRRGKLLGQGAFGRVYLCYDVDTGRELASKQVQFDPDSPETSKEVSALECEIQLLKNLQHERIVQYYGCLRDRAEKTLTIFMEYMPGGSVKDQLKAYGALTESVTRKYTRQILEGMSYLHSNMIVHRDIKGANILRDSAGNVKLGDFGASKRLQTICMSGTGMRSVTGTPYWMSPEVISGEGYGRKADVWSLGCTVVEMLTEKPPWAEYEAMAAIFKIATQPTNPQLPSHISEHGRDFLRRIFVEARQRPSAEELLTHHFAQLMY
SUMO HTRF inh: blocks human SUMOylation mediated by UBC9; inhibition, % at 35 µM; HTRF SUMOylation assay, SAE1/SAE2 + UBC9, in vitro; P63279; 290,000 tested, 0.36% active; in the data active means inhibition above about 50%, passing the limit was not always enough; further: strong numbers were not always called active
Target sequence (P63279 whole entry, looked up): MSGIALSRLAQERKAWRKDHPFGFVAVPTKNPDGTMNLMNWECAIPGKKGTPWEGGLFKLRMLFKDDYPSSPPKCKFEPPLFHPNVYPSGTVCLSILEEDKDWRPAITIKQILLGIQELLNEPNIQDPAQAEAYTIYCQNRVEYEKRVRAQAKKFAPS
NS3 helicase inh: inhibitors of Hepatitis C virus NS3 helicase. NS3 helicase DNA unwinding, Cy5 molecular beacon fluorescence. inhibition, % at 10.9 µM. 290,000 tested, 0.56% active. AID 1800;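 active means inhibition above the mean of all tested compounds plus 3 SD, set per campaign, cut at about 35% in these data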;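 further: 0% = DMSO wells and 100% = thioflavine S control wells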
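System: NS3 helicase fragment of HCV / Schedule: 1 h at 25 °C / Control set: DMSO alone as 0% and 110 µM thioflavine S as 100% / Reagent: Cy5/quencher beacon DNA duplex and ATP to start / Technique: Cy5 fluorescence / Replication: singlicate / Evaluation: % inhibition of end-to-start signal ratio versus controls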
DNA FID counter: fluorescent intercalator displacement, NS3 helicase counter-screen; 290,000 tested, 0.17% active; DNA fluorescent intercalator displacement, fluorescence; inhibition, % at 7.9 µM; AID 1845; in the data active means inhibition above about 37%;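 further: 0% = vehicle and 100% = reference compound; higher means more ethidium bromide displaced from hairpin DNA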
VIM-2 inhibitor: inhibitors of Pseudomonas aeruginosa VIM-2 metallo-beta-lactamase. purified VIM-2, nitrocefin hydrolysis, epi-absorbance fluorescence. inhibition, % at 5.6 µM. 290,000 tested, 0.89% active;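 active means inhibition above the mean of all tested compounds plus 3 SD, cutoff set per screening run, cut at about 7.5% in these data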;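 further: red hydrolysis product quenches plate fluorescence so inhibitors raise well fluorescence; 0% = enzyme with DMSO and 100% = DMSO without enzyme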
pCIP destab: p/CIP protein destabilization; Q05BA5; F442A p/CIP-EGFP cells, EGFP fluorescence, 16 h; decrease of EGFP signal, % at 10 µM; 290,000 tested, 0.01% active; AID 1984;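 active means EGFP signal decrease of at least 30% at 10 µM or well 3 SD below plate mean, unless failing retest; inactive means the rest, including hits failing retest or dose response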; further: some compounds called inactive have numbers as strong as hits; many of its hits are not listed in these tables
IDE act: IDE (human) activation, cell-based. 340,000 tested, 0.073% active. activation, % at 5.96 µM. AID 493087. HEK cells, FAbeta-B cleavage, fluorescence polarization; 0% vehicle, 100% cell-free pure enzyme wells;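 active means activation above the mean of all tested compounds plus 3 SD, set per screening campaign, cut at about 17% in these data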
PHOSPHO1 inh: inhibitors of human PHOSPHO1 phosphatase; Q8TCT1; recombinant PHOSPHO1, absorbance phosphatase assay; inhibition, % at 13.3 µM; 290,000 tested, 1.1% active; in the data active means inhibition above about 60%
Target sequence (Q8TCT1 whole entry, looked up): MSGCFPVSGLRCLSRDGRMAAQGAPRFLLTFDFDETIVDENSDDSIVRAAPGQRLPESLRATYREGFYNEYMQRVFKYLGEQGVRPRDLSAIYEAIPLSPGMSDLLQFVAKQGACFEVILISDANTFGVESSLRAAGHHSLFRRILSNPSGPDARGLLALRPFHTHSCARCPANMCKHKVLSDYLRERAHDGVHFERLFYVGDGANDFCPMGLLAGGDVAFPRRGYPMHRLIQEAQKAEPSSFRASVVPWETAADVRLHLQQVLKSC
An asterisk follows results filed as active; . = not tested or not shown. This is a subset; the hit share may differ from the screen's.

SMILES	IMP-1 inhibitor	MEKK3 PB1 HTS	SUMO HTRF inh	NS3 helicase inh	DNA FID counter	VIM-2 inhibitor	pCIP destab	IDE act	PHOSPHO1 inh
Cc1cc(Oc2ncccc2[N+](=O)[O-])c2cc(Cl)ccc2n1	-2.8	101	1	1	-2	3.0	-16	0	-3
CCC(C(=O)NCc1ccco1)N(C(=O)CNS(=O)(=O)c1ccccc1)c1ccc(OC)cc1 (configuration not stated)	0.2	90	-2	7	-19	-3.1	2	8	23
COc1ccc(CCNC(=S)NC(=O)c2ccccc2)cc1OC	-3.0	98	-22	-5	-21	-1.0	-25	0	-131
CC(=O)C1C(=O)c2c(cccc2[N+](=O)[O-])C1=Nc1ccc(S(N)(=O)=O)cc1 (configuration not stated)	1.9	96	18	16	5	-3.0	-2	3	-37
COCCNC(=O)c1ccc(C(=O)NCCOC)s1	1.3	103	7	3	-2	-0.2	-6	0	-14
CCN(CC)c1ccc(/C=N/N2C(C)CCCC2C)c(O)c1 (configuration not stated)	-1.3	99	2	-3	-8	-4.1	-8	2	31
CC(=O)N1CCN(S(=O)(=O)c2cccc(C(=O)Nc3ccc(OC(F)F)cc3)c2)CC1	-1.7	99	-28	-1	-18	-0.5	-1	8	39
Cc1ccc(C(C2C(=O)CC(C)(C)CC2=O)C2C(=O)CC(C)(C)CC2=O)s1	-2.2	99	26	0	0	-2.3	-5	-5	11
O=C(CN1C(=O)NC2(CCCCCC2)C1=O)NCc1ccco1	-0.8	105	19	0	0	-2.5	-1	4	22
CC(Cc1ccccc1)NC(=O)CN1C(=O)c2ccccc2S1(=O)=O (configuration not stated)	-1.7	104	1	6	-9	-2.4	-6	7	-10

Eight structures already listed, ordered by count of non-hydrogen atoms, lowest first.
SMILES	IMP-1 inhibitor	MEKK3 PB1 HTS	SUMO HTRF inh	NS3 helicase inh	DNA FID counter	VIM-2 inhibitor	pCIP destab	IDE act	PHOSPHO1 inh
COCCNC(=O)c1ccc(C(=O)NCCOC)s1	1.3	103	7	3	-2	-0.2	-6	0	-14
Cc1cc(Oc2ncccc2[N+](=O)[O-])c2cc(Cl)ccc2n1	-2.8	101	1	1	-2	3.0	-16	0	-3
O=C(CN1C(=O)NC2(CCCCCC2)C1=O)NCc1ccco1	-0.8	105	19	0	0	-2.5	-1	4	22
COc1ccc(CCNC(=S)NC(=O)c2ccccc2)cc1OC	-3.0	98	-22	-5	-21	-1.0	-25	0	-131
CC(Cc1ccccc1)NC(=O)CN1C(=O)c2ccccc2S1(=O)=O (configuration not stated)	-1.7	104	1	6	-9	-2.4	-6	7	-10
CC(=O)C1C(=O)c2c(cccc2[N+](=O)[O-])C1=Nc1ccc(S(N)(=O)=O)cc1 (configuration not stated)	1.9	96	18	16	5	-3.0	-2	3	-37
CC(=O)N1CCN(S(=O)(=O)c2cccc(C(=O)Nc3ccc(OC(F)F)cc3)c2)CC1	-1.7	99	-28	-1	-18	-0.5	-1	8	39
CCC(C(=O)NCc1ccco1)N(C(=O)CNS(=O)(=O)c1ccccc1)c1ccc(OC)cc1 (configuration not stated)	0.2	90	-2	7	-19	-3.1	2	8	23

The results go on.
SMILES	IMP-1 inhibitor	MEKK3 PB1 HTS	SUMO HTRF inh	NS3 helicase inh	DNA FID counter	VIM-2 inhibitor	pCIP destab	IDE act	PHOSPHO1 inh
C/C(=N\N1C(=O)c2ccccc2NC1c1ccco1)c1ccccc1O (configuration not stated)	-1.7	103	3	6	-2	-3.7	0	5	4
CCOC(=O)Cn1c(=O)oc2cc(S(=O)(=O)NC(C)(C)CC)ccc21	-4.0	109	31	2	-14	-4.3	-14	-4	24
CC(C)c1ccc(NC(=O)COC(=O)[C@H](CCC(N)=O)NC(=O)c2ccc(F)cc2)cc1	-1.2	106	-7	-10	-13	-3.2	-7	3	-24
CSCCC(NC(=O)c1ccccc1)C(=O)O (configuration not stated)	-1.5	104	-2	-8	5	-2.4	-3	-2	11
O=C(Cc1cccs1)N1CCCC(c2nc3c(nnn3Cc3cccc(Cl)c3)c(=O)[nH]2)C1 (configuration not stated)	0.5	91	21	-1	-39	-2.2	-7	-3	-6
Cn1c(SCc2ccccc2F)nnc1-c1ccccn1	-3.0	100	14	3	-11	-1.7	-7	5	1
COc1cc(/C=C2\C(=N)N3N=C(S(C)(=O)=O)SC3=NC2=O)ccc1OS(=O)(=O)c1ccccc1	-0.1	94	19	-18	-1	-1.9	-3	.	23
CCn1c(SCC(=O)N/N=C/c2cccs2)nc2ccccc21	-5.8	144*	14	5	-9	-4.2	-11	5	2
CCc1ccc(NC(=O)C(=O)NCCN2CCN(S(C)(=O)=O)CC2)cc1	-3.1	96	8	-1	0	-1.4	-3	0	41
O=C1C(Cl)=C(NCC2CCCO2)C(=O)N1Cc1ccccc1 (configuration not stated)	-3.0	102	10	-2	-5	-2.4	2	0	5
CC1=CC(=C(C#N)C#N)C=C(C)N1CCN1CCN(C(=O)Nc2cccc(Cl)c2)CC1	-3.3	101	13	-3	-9	-0.2	8	0	-18
COc1ccccc1-n1c(SCC(=O)Nc2cccc(C)c2)nc2c(c1=O)SCC2	-3.2	102	-1	-6	-24	-2.4	-24	2	33
Cc1ccccc1OCc1nnc(SCC(=O)Nc2c(C)n(C)n(-c3ccccc3)c2=O)n1-c1ccccc1	-2.7	100	7	-3	-47	-3.6	1	3	-45
COc1ccccc1C(=O)NCc1ccccc1	-2.8	102	30	-6	2	0.2	-2	3	-1
Cc1cc(CSc2ccccc2)ccc1NC(=O)c1cccc([N+](=O)[O-])c1	-2.1	105	-3	-4	5	-8.2	-10	6	-11
NC(=S)c1cnn2c(-c3cccc(C(F)(F)F)c3)ccnc12	-3.2	105	15	0	-9	-2.7	-12	4	18
Cc1cc(NC(=O)CCC(=O)N(Cc2ccc(F)cc2)C(C(=O)NC2CCCC2)c2ccco2)no1 (configuration not stated)	-4.4	100	2	10	-47	-4.5	-4	1	24
CCN(CC)c1nc2ccccc2nc1-n1nc(C)cc1C	-1.5	99	0	0	-8	0.2	-27	6	19
Cc1ccccc1C(=O)NC(=S)N(C)C1CCCCC1	-3.4	102	-13	-3	-21	-4.2	-35	-1	24
Cc1ccc(C(=O)CCC(=O)N2CCC(C(N)=O)CC2)cc1	-1.4	94	18	9	6	-3.7	-5	3	21
Cc1ccc(Cn2nnc3c(=O)[nH]c(C4CCN(S(=O)(=O)c5cc(C)ccc5C)CC4)nc32)cc1	-2.8	93	0	-9	-25	-1.4	-12	1	34
CC(C)(C)NC(=O)C(c1ccco1)N(C(=O)Cn1nnc(-c2ccc(F)cc2)n1)c1ccccc1 (configuration not stated)	1.2	.	.	-1	2	-4.5	.	.	.
NC12CCc3c(no[n+]3[O-])C1(O)CC(c1ccccc1)=[N+]2[O-] (configuration not stated)	-1.9	92	2	1	3	-1.9	3	3	17
Cc1ccc(S(=O)(=O)N2CCN(C(=O)c3ccccc3Cc3ccccc3)CC2)c(C)c1	-1.5	104	2	-4	-63	-1.3	-4	-2	1
COc1ccc(-c2ccc(C)cc2)cc1[C@H]1[C@@H]2C=CCC[C@@]2(C)C(=O)N1Cc1ccccc1	.	90	-6	.	.	.	-11	2	31
C=CCc1ccc(OCC(O)CN2CCC(Cc3ccccc3)CC2)c(OC)c1 (configuration not stated)	1.7	99	-3	-24	15	-1.1	-16	8	6
CC(C)C(=O)Nc1ccc(Cl)cc1-c1nc2ccccc2[nH]c1=O	-1.8	97	14	3	-13	-2.0	-19	4	14
Nc1nc(-c2ccc(-n3nncc3-c3ccco3)cc2)cs1	-1.3	99	16	-6	-9	-0.2	-6	.	11
Cc1c(C(=O)NC2CCCc3ccccc32)oc2ccccc12 (configuration not stated)	-1.7	.	-12	3	-10	-2.7	6	2	1
COc1ccc2[nH]c(C(=O)N/N=C/c3ccc(O)cc3O)cc2c1	-3.2	108	0	1	-16	-0.3	-4	-3	11
Cc1ccc(Cl)cc1N1CCN(C(=O)C2CCN(S(=O)(=O)c3cnc[nH]3)CC2)CC1	-1.6	108	-5	0	-40	0.9	-2	-22	-18
CN1CCN(CC#CCC2(O)c3ccccc3-c3ccccc32)CC1	-2.0	98	12	-5	2	-2.8	0	1	-3
O=C(CCNS(=O)(=O)c1cccs1)NC1CCN(Cc2ccccc2)CC1	-0.6	103	-4	-10	-8	-1.8	6	8	5
Cc1ccc(NC(=O)C2CCN(S(=O)(=O)c3ccc4[nH]c(=O)oc4c3)CC2)cc1F	-2.7	100	-6	1	-7	-3.0	2	-10	58
O=Cc1cn(-c2ccccc2)nc1-c1ccncc1	-3.2	102	15	-1	0	-2.1	-2	-1	6
CCN(CC)c1ccc(NC(=O)C2=CCN(S(=O)(=O)c3ccc(F)cc3)CC2)c(C)c1	-1.1	94	8	9	-4	-1.7	6	4	-1
Nc1nonc1-c1nc2ccccc2n1Cc1ccccc1	-5.7	107	6	4	-5	0.6	-4	9	41
C=CCn1c(Cc2cccs2)nnc1SCC(=O)Nc1cc(OC)cc(OC)c1	-1.5	99	14	5	-23	0.3	-30	7	13
COC(=O)c1ccc(NC(=O)c2cn(-c3cccc(C)n3)cn2)cc1	-3.2	106	21	6	-3	0.6	1	-1	10
COc1ccc(N2CCN(C(C)C(=O)Nc3nnc(C)s3)CC2)cc1 (configuration not stated)	0.5	85	5	3	-3	-5.1	-4	4	28

Three structures out of the list, sorted by heavy-atom count, descending:
SMILES	IMP-1 inhibitor	MEKK3 PB1 HTS	SUMO HTRF inh	NS3 helicase inh	DNA FID counter	VIM-2 inhibitor	pCIP destab	IDE act	PHOSPHO1 inh
Cc1ccc(Cl)cc1N1CCN(C(=O)C2CCN(S(=O)(=O)c3cnc[nH]3)CC2)CC1	-1.6	108	-5	0	-40	0.9	-2	-22	-18
CN1CCN(CC#CCC2(O)c3ccccc3-c3ccccc32)CC1	-2.0	98	12	-5	2	-2.8	0	1	-3
COc1ccccc1C(=O)NCc1ccccc1	-2.8	102	30	-6	2	0.2	-2	3	-1

(listing goes on)
SMILES	IMP-1 inhibitor	MEKK3 PB1 HTS	SUMO HTRF inh	NS3 helicase inh	DNA FID counter	VIM-2 inhibitor	pCIP destab	IDE act	PHOSPHO1 inh
c1ccc(COc2ccc(OCCOCCn3cncn3)cc2)cc1	-3.0	96	14	-6	-22	-2.9	0	-1	-7
O=C(Cn1c(=O)n(-c2cccc(C(F)(F)F)c2)c(=O)c2sccc21)NCC1CCCO1 (configuration not stated)	-1.0	105	8	5	-4	-3.0	4	-1	30
COc1ccccc1CNC(=O)[C@@H]1CCCN1C(=O)C1CCN(S(=O)(=O)c2ccc(C)cc2)CC1	-2.8	101	3	-2	-28	-1.7	-7	1	7
NS(=O)(=O)c1ccc(Cc2ncc(C(F)(F)F)cc2Cl)s1	-5.6	.	1	-7	-3	-2.2	1	0	4
CN(C)/C=C(/C(=O)c1ccc(Cl)cc1Cl)S(=O)(=O)c1ccc(Cl)cc1	-2.6	104	7	21	-19	-7.1	8	4	0
Cc1cc(C)nc(/N=C(\N)Nc2ccc(C(C)C)cc2)n1	-2.0	94	6	-25	-1	-1.3	-7	8	-10

Source: PubChem (several laboratories)
